Yeast growth inh = chemicals that inhibit yeast BB579 growth in restrictive medium (lifespan-shortening candidates). S. cerevisiae BB579 growth, OD615, 48 h. inhibition, % at 10 µM. hit rate 0.51% among 140,000. AID 804;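 active means inhibition above a set limit, 3 SD over the mean compound inhibition, cut at about 44% in these data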; further: inactives centre near -24
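Assay system – yeast BB579 (DeaD) · Dosing – single compound dose of 10 µM, 0.25% DMSO final · Detection – OD615 turbidity measurement · Buffer or medium – CSMM-D restrictive synthetic medium containing dextrose (glucose) · Benchmarks – positive control amphotericin B 10 µg/mL · Incubation – 48 h exposure, 30 °C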
NPY-Y2 antag = antagonists of human neuropeptide Y receptor Y2 | NPY-Y2 expressing cells, antagonist mode | P49146 | inhibition, % at 2.7 µM | hit rate 0.99% among 140,000; in the data active means inhibition above about 17%;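 further: 0% = vehicle with agonist challenge and 100% = reference antagonist with challenge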
Target sequence (P49146 whole entry, looked up): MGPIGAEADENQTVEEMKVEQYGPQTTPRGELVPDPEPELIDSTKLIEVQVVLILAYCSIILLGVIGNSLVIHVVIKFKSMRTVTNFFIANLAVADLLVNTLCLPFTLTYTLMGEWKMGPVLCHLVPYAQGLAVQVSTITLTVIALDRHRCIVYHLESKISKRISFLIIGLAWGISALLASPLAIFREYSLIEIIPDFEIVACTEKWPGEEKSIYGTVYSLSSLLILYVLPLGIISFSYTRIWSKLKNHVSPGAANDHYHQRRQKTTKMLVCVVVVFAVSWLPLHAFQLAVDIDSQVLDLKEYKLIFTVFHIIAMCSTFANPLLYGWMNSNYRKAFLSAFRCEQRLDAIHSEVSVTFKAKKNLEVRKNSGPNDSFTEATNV
Yeast lifespan up = extends the lifespan of yeast; S. cerevisiae growth with nicotinamide, OD615; deaD strain in restrictive glucose medium; inhibition of the nicotinamide effect, % at 10 µM; hit rate 0.68% among 130,000; AID 775;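 active means inhibition above a set limit, placed 3 SD over the median of all compounds, cut at about 26% in these data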;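 further: 0% = nicotinamide-treated wells and 100% = cells grown without nicotinamide; some compounds called inactive have numbers as strong as hits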
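System: DeaD-strain S. cerevisiae / Buffer or medium: CSMM-D, restrictive glucose (dextrose) synthetic minimal medium / Probe or stimulus: nicotinamide, 1.5 mM, co-present with compound / Compound: one concentration, 10 µM, DMSO 0.25% / Incubation: 48 h compound exposure at 30 °C, humidified / Technique: optical density (absorbance) at 615 nm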
GALR2 blocker = blocks the human galanin receptor 2 | O43603 | GALR2-expressing cells, antagonist mode | inhibition, % at 4 µM | hit rate 0.39% among 140,000 | AID 828; in the data active means inhibition above about 27%;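 further: cells stimulated with galanin 1-16 at roughly its EC80; 0% = agonist challenge control and 100% = basal control without agonist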
Target sequence (O43603 whole entry, looked up): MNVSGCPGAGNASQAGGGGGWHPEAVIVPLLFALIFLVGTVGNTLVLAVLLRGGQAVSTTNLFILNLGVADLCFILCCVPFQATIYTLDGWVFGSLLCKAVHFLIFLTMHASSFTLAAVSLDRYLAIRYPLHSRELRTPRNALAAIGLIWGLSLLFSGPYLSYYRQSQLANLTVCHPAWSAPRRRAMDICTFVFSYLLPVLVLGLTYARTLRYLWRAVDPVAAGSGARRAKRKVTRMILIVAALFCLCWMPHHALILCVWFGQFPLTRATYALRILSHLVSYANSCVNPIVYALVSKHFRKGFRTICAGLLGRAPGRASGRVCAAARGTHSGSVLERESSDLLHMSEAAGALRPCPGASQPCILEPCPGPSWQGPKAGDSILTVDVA
bCat KO growth = beta-catenin-lacking colon tumor cell growth suppression; HCT116 beta-catenin knockout viability, CellTiter-Glo, 60 h; active compounds read low; viability, % at 10 µM; hit rate 1.5% among 140,000; AID 818;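 active means viability at or under a set limit, the compound median less 4 SD, cut at about 6% in these data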;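 further: 0% = Hyamine 1622 control at 20 µM and 100% = untreated cell control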
PTEN del growth = suppresses growth of cells with PTEN deletion; HCT116 PTEN-null viability, CellTiter-Glo, 60 h; active compounds read low; viability, % at 10 µM; hit rate 1.2% among 140,000;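 active means viability at or below a set limit, 4 SD under the median of all tested compounds, cut at about 3.7% in these data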;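 further: PTEN knockout HCT116 line with beta catenin targeted HCT116 as companion control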
Phagocytosis inh = macrophage phagocytosis inhibition. J774A.1 macrophage IgG-bead phagocytosis, imaging. inhibition, % at 5 µM. hit rate 0.07% among 110,000;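 active means inhibition above the mean of the plate negative controls plus 5 SD, cut at about 13% in these data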;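 further: phagocytic index as fraction of beads internalized from green versus red external bead signal; plate controls were DMSO negative control for no effect and cytochalasin-D positive control for full effect; some results beyond the cut were filed as inactive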
Measles CPE = protection of cells from measles virus. Measles virus-infected cells, CPE protection, absorbance. protection (pct of control), % at 4 µM. hit rate 1.5% among 140,000. AID 841; in the data active means protection mostly above about 24%, no sharp cut-off; inactive means mostly below about 26%; further: some compounds called inactive have numbers as strong as hits
MRP1 act = activators of MRP-1; H69AR cells + doxorubicin, viability rescue, CellTiter-Glo; viability increase, % at 10 µM; hit rate 0.61% among 140,000;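 active means viability gain under doxorubicin at or above a set limit, the compound median plus 3 SD, cut at about 4.7% in these data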;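 further: MRP-1 overexpressing cells given doxorubicin 25 µM after compound pretreatment; 18-22 h compound pretreatment then 72 h with doxorubicin before readout; 0% = doxorubicin-only wells and 100% = vehicle-treated cells without doxorubicin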
E-sel TNF inh = TNF alpha driven E-selectin expression inhibition. HUVEC TNFa-induced E-selectin immunofluorescence, high content. inhibition, % at 2 µM. hit rate 0.71% among 120,000. AID 1246;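 active means inhibition above the batch mean plus 3 SD, and confirmed as a hit on visual image review, cut at about 43% in these data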;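 further: 0% = TNF-stimulated DMSO wells and 100% = unstimulated control wells; not every result past the cut was called active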
Active calls of the source: *; . = no result given.

SMILES	Yeast growth inh	NPY-Y2 antag	Yeast lifespan up	GALR2 blocker	bCat KO growth	PTEN del growth	Phagocytosis inh	Measles CPE	MRP1 act	E-sel TNF inh
CCOC(=O)CC(=O)CSc1nc(-c2ccccc2)cc(-c2ccccc2)c1C#N	-38	17	6	0	95	87	-10	17	-1.8	-20
O=C(CCC1CCCCC1)NNC(=O)NC12CC3CC(CC(C3)C1)C2	-22	7	-4	10	93	101	.	5	-2.0	-23
c1ccc(Cn2nnc3c(N4CCC5(CC4)OCCO5)ncnc32)cc1	-25	6	-3	10	83	85	.	15	-3.3	.
CC(=O)Nc1ccc2c(c1)C(=O)c1ccccc1C2=O	36	1	-9	-4	79	70	-1	22	-3.2	6
COCCNC(=O)/C(C#N)=C/c1cccc(NC(=O)c2ccccc2Cl)c1	-24	-1	1	7	88	82	-5	2	-4.0	13
CNC(=O)OC(C)CNS(=O)(=O)c1ccc(C)cc1 (centres undefined)	-11	4	-8	6	98	99	-1	10	-0.9	-32
O=C(CSc1nc2ccccc2o1)NC(=O)NCc1ccco1	-31	4	-26	-9	106	97	4	9	-3.6	10
O=C(CN1CCN(Cc2ccccc2)CC1)N/N=C\C=C/c1ccco1	-11	2	0	18	73	76	-5	12	-0.5	.
COc1ccc(OC)c(C(=O)COC(=O)c2ccccc2O)c1	0	15	-19	9	97	101	-1	2	-2.0	1
O=C(C[n+]1cc(-c2ccc(Cl)c(Cl)c2)n2c1CCC2)N1c2ccccc2Sc2ccccc21	-65	2	-1	12	75	68	-3	8	-0.4	.
CC1CCN(CCNC(=O)c2ccc(NC(=O)C3CCCO3)cc2)CC1 (centres undefined)	-21	1	-11	12	101	98	-1	12	-1.0	-41
COC(=O)c1c(NC(=O)COC(=O)c2ccc(O)cc2)sc2c1CCCCC2	-11	8	1	-19	45	70	-13	20	-3.2	-19
COc1ccc(-c2nnc(SCCC(=O)O)n2C)cc1OC	11	0	5	14	93	98	1	11	0.1	-4
O=C(Nc1ccc2c(c1)N(Cc1ccccc1)C(=O)c1ccccc1S2)NC1CC1	-10	0	-10	-5	68	63	.	29	-1.9	15
CCCC(C)C(=O)N(Cc1ccccc1)c1ccccn1 (centres undefined)	4	2	-6	-2	85	91	-1	2	-0.9	3
COC(CNC(=O)Cn1ncc2ccsc2c1=O)OC	-3	2	-4	2	94	94	-2	6	-0.8	-28
CCOC(=O)C1=C(C)N(C)C(=O)C1CC(=O)O (centres undefined)	-19	1	-6	6	71	78	-2	15	-3.5	13
O=C(CN1CCC(C(=O)c2ccc3c(c2)OCCO3)CC1)NC1CCCC1	5	4	13	-7	77	74	-1	18	-0.6	-8
CCOc1cc(C2NN=C(c3ccc(C)cc3)S2)ccc1O (centres undefined)	-23	7	-8	9	84	91	-3	13	-3.9	.
CCOC(=O)c1cnn(-c2ccccc2)c1-n1cccc1C(=O)C(=O)Nc1ccccc1C(F)(F)F	-28	16	-4	-17	56	46	.	2	0.2	-11

Some of these compounds in order of heavy-atom count, lowest first.
SMILES	Yeast growth inh	NPY-Y2 antag	Yeast lifespan up	GALR2 blocker	bCat KO growth	PTEN del growth	Phagocytosis inh	Measles CPE	MRP1 act	E-sel TNF inh
CCOc1cc(C2NN=C(c3ccc(C)cc3)S2)ccc1O (centres undefined)	-23	7	-8	9	84	91	-3	13	-3.9	.
COc1ccc(OC)c(C(=O)COC(=O)c2ccccc2O)c1	0	15	-19	9	97	101	-1	2	-2.0	1
O=C(C[n+]1cc(-c2ccc(Cl)c(Cl)c2)n2c1CCC2)N1c2ccccc2Sc2ccccc21	-65	2	-1	12	75	68	-3	8	-0.4	.

A second format for part of the listing above.
structure: O=C(Nc1ccc2c(c1)N(Cc1ccccc1)C(=O)c1ccccc1S2)NC1CC1
  Yeast growth inh = -10	NPY-Y2 antag = 0	Yeast lifespan up = -10	GALR2 blocker = -5	bCat KO growth = 68	PTEN del growth = 63	Phagocytosis inh = .	Measles CPE = 29	MRP1 act = -1.9	E-sel TNF inh = 15

structure: CCCC(C)C(=O)N(Cc1ccccc1)c1ccccn1 (centres undefined)
  Yeast growth inh = 4	NPY-Y2 antag = 2	Yeast lifespan up = -6	GALR2 blocker = -2	bCat KO growth = 85	PTEN del growth = 91	Phagocytosis inh = -1	Measles CPE = 2	MRP1 act = -0.9	E-sel TNF inh = 3

structure: COC(CNC(=O)Cn1ncc2ccsc2c1=O)OC
  Yeast growth inh = -3	NPY-Y2 antag = 2	Yeast lifespan up = -4	GALR2 blocker = 2	bCat KO growth = 94	PTEN del growth = 94	Phagocytosis inh = -2	Measles CPE = 6	MRP1 act = -0.8	E-sel TNF inh = -28

structure: CCOC(=O)C1=C(C)N(C)C(=O)C1CC(=O)O (centres undefined)
  Yeast growth inh = -19	NPY-Y2 antag = 1	Yeast lifespan up = -6	GALR2 blocker = 6	bCat KO growth = 71	PTEN del growth = 78	Phagocytosis inh = -2	Measles CPE = 15	MRP1 act = -3.5	E-sel TNF inh = 13

More results follow:
SMILES	Yeast growth inh	NPY-Y2 antag	Yeast lifespan up	GALR2 blocker	bCat KO growth	PTEN del growth	Phagocytosis inh	Measles CPE	MRP1 act	E-sel TNF inh
Cc1cccc(C)c1NC(=O)CSc1nnc(NC(=O)CN2CCOCC2)s1	-23	5	2	-3	109	92	.	8	-3.4	-15
Cc1ccc(C(=O)COC(=O)CCc2ccc(S(=O)(=O)N3CCCCC3)cc2)cc1	-42	2	7	-5	95	97	-11	6	-1.3	.
CCCNC(=S)N1CCC(NC(=O)C23CC4CC(CC(C4)C2)C3)CC1	11	2	.	12	92	84	.	6	-0.4	18
COc1ccc([N+](=O)[O-])cc1NC(=O)CSCc1ccccc1	-33	0	-5	-9	82	70	-8	15	0.1	-20
COc1cccc(N2C(=O)C(c3ccccc3)=C(c3nc4ccccc4s3)C2NC(C)=O)c1 (centres undefined)	-26	3	1	7	65	82	1	21	-3.9	33
O=C(O)CCc1ccc(-c2cccs2)o1	-45	8	-25	20	98	101	2	11	-1.3	-96
CCCCn1nnnc1NCc1ccc(OC)c(OC)c1	2	-1	-17	-3	88	100	0	7	0.9	-23
C=CCN(CC=C)C(=O)CN1C(=O)c2ccccc2C1=O	-31	1	5	0	97	100	.	11	-2.4	-11
c1ccc(CSc2nnnn2-c2cccc3ccccc23)nc1	-80	1	0	-10	101	111	-1	9	-1.0	.
COc1ccc(OCC(=O)NNC(=O)c2cccs2)cc1	-43	5	-6	3	101	99	.	6	-0.8	-53
CCC(CC)n1[nH]c(=O)cc1N	-8	1	2	9	90	104	.	4	-1.2	-1
Cc1cc(C(=O)Nc2c(C)n(C)n(-c3ccccc3)c2=O)c2ccccc2n1	-26	-3	9	-8	97	93	-3	22	-2.1	-40
CC(C)C(=O)NC(c1ccccc1)c1cc([N+](=O)[O-])c2cccnc2c1O (centres undefined)	74*	3	-4	5	4.1*	7	-8	7	0.0	-12
CCCc1cc(=O)n2[nH]c(NCc3cccs3)nc2n1	-6	2	-4	-12	97	96	5	12	1.3	-2
C=CCn1c(CCC(=O)Nc2ccc(C)c(Cl)c2)nnc1SCC(=O)Nc1ccccc1C	-28	0	2	-7	84	79	0	7	-0.1	-39
O=[N+]([O-])c1ccc2cn[nH]c2c1	-33	2	0	3	89	95	.	16	-1.4	.
Cc1c(NC(=O)CN2c3cccc4cccc(c34)S2(=O)=O)c(=O)n(-c2ccccc2)n1C	-18	3	1	1	96	97	-5	11	-0.9	6
C[C@H](NC(=O)NCc1ccc(F)cc1)C(=O)O	-57	2	7	7	93	95	-2	7	-0.5	13
Cc1ccc(C(=O)NC(=S)Nc2ccccc2C(F)(F)F)cc1C	-28	4	-20	3	85	82	.	15	-1.2	.
COc1ccc(-n2c(CCc3ccccc3)nnc2SCC(=O)NCc2ccccc2)cc1	-18	3	-12	-20	101	80	4	11	-0.9	7
CC(C)(C)c1ccc(C(=O)NCC(=O)OCC(=O)Nc2ccccc2[N+](=O)[O-])cc1	-7	2	-3	-4	100	92	1	23	-2.0	.
O=C(c1ccc(S(=O)(=O)Nc2ccc(F)cc2)cc1)N1CCN(C(=O)c2ccco2)CC1	-66	2	-10	2	65	69	0	18	-0.7	-4
Cc1ccccc1C(=O)Nc1ccccc1Sc1ccccc1	10	6	.	7	82	84	.	15	-2.9	.
COc1cccc(C2C(C#N)=C(N)N(c3ncn[nH]3)C3=C2C(=O)CCC3)c1 (centres undefined)	-22	1	2	12	99	93	-1	9	-0.1	.
CS(=O)(=O)N1Cc2ccccc2CC1C(=O)OCC(=O)Nc1ccc2ccccc2c1 (centres undefined)	-83	-4	8	11	97	104	-1	7	-0.1	34
CC(=O)ON1C(C)(C)Cc2noc(N)c2C1(C)C	-22	-2	-3	7	100	91	-5	9	-1.4	-49
CC1CCN(C(=O)COc2ccccc2F)CC1	-59	3	10	-1	96	100	2	47	-1.9	.

Structural class, those above with a COOH group (4)
SMILES	Yeast growth inh	NPY-Y2 antag	Yeast lifespan up	GALR2 blocker	bCat KO growth	PTEN del growth	Phagocytosis inh	Measles CPE	MRP1 act	E-sel TNF inh
COc1ccc(-c2nnc(SCCC(=O)O)n2C)cc1OC	11	0	5	14	93	98	1	11	0.1	-4
CCOC(=O)C1=C(C)N(C)C(=O)C1CC(=O)O (centres undefined)	-19	1	-6	6	71	78	-2	15	-3.5	13
O=C(O)CCc1ccc(-c2cccs2)o1	-45	8	-25	20	98	101	2	11	-1.3	-96
C[C@H](NC(=O)NCc1ccc(F)cc1)C(=O)O	-57	2	7	7	93	95	-2	7	-0.5	13

Source: PubChem BioAssay
